# 4MU fluor = 4-MU region autofluorescence. compound autofluorescence, 340/450 nm, 4-MU equivalents; hits give high values. max dye-equivalent concentration, M. 59,000 compounds, 11% hits; in the data active means max dye-equivalent concentration above about 10 nM; inconclusive means mostly about 1.1 nM to 9.6 nM
#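 Intrinsic fluorescence at 340/450 nm (ex/em) was read after 15 min at room temperature in pH 8.0, 100 mM Tris. Each compound concentration expressed as 4-MU-equivalent concentration from a six-point 4-MU standard series on each plate.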
# Caspase-1 inhib = allosteric or competitive inhibitors of human caspase-1; P29466; Caspase-1 enzyme, Ac-WEHD-AFC fluorogenic rate; AID 900; 75,000 compounds, 0.03% hits; Potency, µM (highest dose often 57.5 µM), inactives show at the top dose activity change, negative = inhibition, most hits filed as inhibitors;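 further: potency means the concentration at half of the fitted maximal effect; plate controls were vehicle for no effect and no substrate for full effect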
# Rhodamine fluor = rhodamine region autofluorescence; Rhodamine-region fluorescence, 547/598 nm, Tris buffer; hits give high values; max dye-equivalent concentration, M; 59,000 compounds, 0.05% hits; in the data active means max dye-equivalent concentration above about 11 nM; inconclusive means between about 1.1 nM and that limit
#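 Read-out is relative fluorescence at 547 nm excitation and 598 nm emission, expressed as dye-equivalent concentration using rhodamine standards on every plate. Each compound was profiled across a concentration series after 15 min in 100 mM Tris, pH 8.0.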
# FLuc inh = blocks Photinus pyralis firefly luciferase activity. P08659. 72,000 compounds, 2.2% hits. Potency, µM (doses to about 57.1 µM), for inactives: top-dose activity change, negative = inhibition, actives largely listed as inhibitors. purified firefly luciferase, luminescence, 8 min. AID 411; further: potency means the concentration at half of the fitted maximal effect; on the % scale 0 is the no-effect control and ±100 the full control effect; nearly all actives have a fitted effect of over 40% in size
# Target sequence (P08659 whole entry, looked up): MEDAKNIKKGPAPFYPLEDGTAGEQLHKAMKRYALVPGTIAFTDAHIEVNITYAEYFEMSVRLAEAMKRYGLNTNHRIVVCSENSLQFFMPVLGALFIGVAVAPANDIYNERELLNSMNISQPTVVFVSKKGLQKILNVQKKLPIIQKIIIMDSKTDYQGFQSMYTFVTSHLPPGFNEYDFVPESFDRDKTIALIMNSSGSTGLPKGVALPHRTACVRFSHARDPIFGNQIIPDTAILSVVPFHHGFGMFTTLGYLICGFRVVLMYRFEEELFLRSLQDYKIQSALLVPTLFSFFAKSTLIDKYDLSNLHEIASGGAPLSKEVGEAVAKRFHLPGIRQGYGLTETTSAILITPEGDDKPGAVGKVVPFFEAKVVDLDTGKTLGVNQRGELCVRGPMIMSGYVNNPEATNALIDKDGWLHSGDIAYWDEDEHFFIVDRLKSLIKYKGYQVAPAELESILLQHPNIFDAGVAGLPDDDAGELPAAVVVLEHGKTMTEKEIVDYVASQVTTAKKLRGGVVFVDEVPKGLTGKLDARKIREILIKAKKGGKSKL
#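 qHTS concentration-response profiling: light output of P. pyralis luciferase with luciferin and 10 uM ATP, imidazole buffer pH 7.2. Read by luminescence after 8-min room-temperature incubation.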
# Fluorescein fluor = compound autofluorescence in fluorescein spectral region; Compound autofluorescence, 480/540 nm, fluorescein-equivalent; hits give high values; max fluorescein-equivalent concentration, M; 59,000 compounds, 0.91% hits; AID 593; in the data active means max fluorescein-equivalent concentration above about 10 nM; inconclusive means between about 1.1 nM and that limit
#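 Compounds (23 nL) in 100 mM Tris pH 8.0, 15 min at room temperature, then fluorescence read at 480 nm excitation/540 nm emission. Signal converted to fluorescein-equivalent concentration from an on-plate fluorescein standard curve.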
# Tau filament bind = binds recombinant human tau filaments; recombinant tau filaments, thioflavin S fluorescence, 15 h; filaments grown with octadecylsulfate alongside compound; Potency, µM (highest dose often 57.1 µM), without a hit: at the top dose activity change, negative = inhibition; 71,000 compounds, 2% hits; AID 596;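 further: potency means the concentration at half of the fitted maximal effect; on the % scale 0 is the no-effect control and ±100 the full control effect; actives lower thioflavin S fluorescence by blocking filaments or displacing dye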
#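 His-tagged recombinant human tau (exons 2, 3, 10; 1 uM final) fibrillized with 30 uM sodium octadecylsulfate, 15 h at 37 C, in pH 7.4 HEPES buffer with 10 uM thioflavine S and 5 mM DTT. Reduced ThS fluorescence (450/510 nm) marks activity.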
# Texas Red fluor = compounds fluorescent in Texas Red spectral region | AID 587 | 59,000 compounds, 0.06% hits | Compound fluorescence, Texas Red channel, 547/618 nm; hits give high values | max dye-equivalent concentration, M; in the data active means max dye-equivalent concentration above about 10 nM; inconclusive means between about 1.1 nM and that limit
#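 Texas Red-region profiling: compounds in 100 mM Tris pH 8.0 were read at 547/618 nm after 15 min at room temperature. Intensities were normalized against a six-point Texas Red standard series to give dye-equivalent concentration.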
# ERK AVP inh = inhibitors of vasopressin-stimulated ERK signaling pathway; HEK293-V1b, vasopressin-stimulated pERK AlphaScreen; 72,000 compounds, 0.99% hits; Potency, µM (titrated, usually from 57.5 µM), without a hit: at the highest dose activity, negative = inhibition, hits mostly inhibitors; further: potency means the concentration at half of the fitted maximal effect; on the % scale 0 is the no-effect control and ±100 the full control effect; nearly all actives have a fitted effect of over 55% in size
#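 V1b-HEK293 cells; cpd 30 min 37C; 25 nM vasopressin 5 min; lyse 10 min; AlphaScreen beads 5 hr RT. Normalized to DMSO basal and 25 nM vasopressin; AC50 by Hill fit.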
# A350 fluor = A350 region autofluorescence; Compound autofluorescence, 340/450 nm, Alexa 350 dye-equivalents; hits give high values; max dye-equivalent concentration, M; 59,000 compounds, 11% hits; in the data active means max dye-equivalent concentration above about 10 nM; inconclusive means mostly about 1.1 nM to 9.6 nM
# HEK293 cAMP ctrl = raises cAMP in parental HEK293 cells, TSHR agonist counter-screen. parental HEK293 CNG cAMP sensor, membrane potential fluorescence. Potency, µM (titrated, usually from 57.1 µM), for the others: top-dose activation, usual class: activators. 73,000 compounds, 2.5% hits. AID 938; further: potency means the concentration at half of the fitted maximal effect; % of control where 0% means no effect; nearly all actives have a fitted effect of over 55% in size
#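 Counterscreen for endogenous-receptor signalling: CNG-channel HEK 293 cells report cAMP rise by membrane depolarization. After 60 min dye equilibration with 100 uM RO 20-1724, compounds incubated 30 min before bottom-read fluorescence at 590 nm.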
# Caspase-7 inhib = caspase-7 (human) inhibition, allosteric or competitive. P55210. recombinant caspase-7, Ac-DEVD-AFC fluorescence rate. Potency, µM (highest dose often 57.5 µM), without a hit: at the highest dose activity change, negative = inhibition, usual class: inhibitors. 75,000 compounds, 0.02% hits; active means well fitted inhibition curve with a large enough effect in the main read-out, with a control signal flat, not every such curve was filed as active; inconclusive means small, poorly fitted or top-dose-only effect, or a change in a side signal; further: potency means the concentration at half of the fitted maximal effect; % of control where 0% means no effect
# Target sequence (P55210 24-198 limits assumed): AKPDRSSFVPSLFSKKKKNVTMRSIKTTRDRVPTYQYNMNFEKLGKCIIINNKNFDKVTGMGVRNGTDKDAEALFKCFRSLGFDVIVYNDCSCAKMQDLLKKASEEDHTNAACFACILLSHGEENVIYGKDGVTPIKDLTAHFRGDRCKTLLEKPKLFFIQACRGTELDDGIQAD
# Target sequence (P55210 207-303 limits assumed): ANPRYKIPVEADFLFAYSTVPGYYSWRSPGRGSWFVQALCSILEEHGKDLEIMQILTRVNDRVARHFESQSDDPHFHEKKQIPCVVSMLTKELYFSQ
# Numbers without * were called inactive; i = inactive; ? = inconclusive; . = not tested or not shown; [ ] = remark or other dose. Unless noted, the call rests on the fitted dose curve; in most records, active means well fitted curve in the direction sought with a large enough effect; inconclusive means small, poorly fitted or top-dose-only effect, or another doubt; inactive means no such curve, though single readings can be large; an effect the other way counts as inactive or inconclusive. These rows are one share of the data; count on the stated rates, not on these rows.
SMILES,4MU fluor,Caspase-1 inhib,Rhodamine fluor,FLuc inh,Fluorescein fluor,Tau filament bind,Texas Red fluor,ERK AVP inh,A350 fluor,HEK293 cAMP ctrl,Caspase-7 inhib
COc1cc(NC(=O)NC(C)(C(F)(F)F)C(F)(F)F)cc(OC)c1OC,i,.,i,1%[25.5 µM],i,.,i,.,i,.,.
CC(C)CCNC(=O)C(c1cccs1)N(CC1CCCO1)C(=O)Cn1nnc2ccccc21 (stereo not given),i,3%,i,1%,i,-8%,?,-4%,i,?,-3%
CCC(C)c1cc(S(=O)(=O)N2CCOCC2)ccc1OC (stereo not given),i,-1%,i,1%,i,-8%,i,-9%,i,8%,-1%
COc1cc2c(cc1OC)C(c1cccs1)CC(=O)N2 (stereo not given),i,-1%,i,-12%,i,-5%,?,7%,i,-1%,-2%
CCCc1cc(=O)[nH]c(SCC(=O)c2c(N)n(C)c(=O)n(C)c2=O)n1,i,-1%,i,-34%,i,-3%,?,-13%,i,0%,-3%
Cc1ncoc1C(=O)Nc1cccc(Cl)c1C,i,-1%,i,1%,i,-16%,i,0%,i,-6%,1%
CC(=O)Nc1nonc1-n1nnc(C(=O)NCc2ccccc2)c1C,i,2%,i,-4%,?,18%,?,-16%,i,3%,0%
CN(C)CCCNCCCNC(=O)c1ccncc1,?,-4%,i,2%,?,8%,i,17%,?,-5%,-3%
CC1(C)CC(=O)C2=C(C1)OC(N)=C(C#N)C2c1ccsc1 (stereo not given),.,3%,.,6%,.,11%,.,6%,.,16%,-2%
O=C(NC1CCCCCC1)C1CCN(S(=O)(=O)N2CCC3(CC2)OCCO3)CC1,?,-1%,i,0%,i,-2%,i,22%,?,-1%,1%
CC(=O)c1ccc(N2CCCC2)c(F)c1,.,-3%,.,-14%,.,6%,.,13%,.,18%,1%
CCOC(=O)c1c(C)[nH]c(C(=O)NCc2ccccc2OC)c1C,i,-1%,i,2%,?,59%,?,4%,i,19%,-3%
COc1ccccc1NC(=O)N1CCCC1C(=O)Nc1ccc2c(c1)OCO2 (stereo not given),i,1%,i,-1%,i,4%,i,-8%,i,0%,-1%
CC(C)CCNc1nc(N2CCCC2)c2c(c1C#N)CCN(C)C2,2.4e-08M*,?,i,2%,i,6%,i,-2%,3.3e-08M*,-18%,-24%
O=C(c1cc2ccccc2oc1=O)N(Cc1ccco1)Cc1cccs1,i,0%,i,0%,?,-10%,i,-13%,i,24%,-6%
C=C(C)Cn1c(Sc2nnc(C)s2)nc2c1c(=O)[nH]c(=O)n2C,i,0%,i,3%,?,-1%,i,?,?,11%,1%
Cc1cnc(CNc2ncnc3ccc(-c4ccccc4C)cc23)cn1,i,-3%,i,-1%[2.29 µM],i,20%,?,-29%,i,?,-6%
CCOC(=O)Cn1c(=O)oc2cc(S(=O)(=O)Nc3cccc(C)c3)ccc21,.,-2%,.,-3%,.,0%,.,.,.,3%,-1%
c1ccc(-c2nc3cc(Cc4ccc5oc(-c6ccccn6)nc5c4)ccc3o2)nc1,i,2%,i,-2%,?,70%,i,7%,i,0%,-2%
O=C1C2C3C=CC(C3)C2C(=O)N1CN(Cc1ccccc1)CN1C(=O)C2C3C=CC(C3)C2C1=O (stereo not given),i,-1%,i,0%,i,-9%,i,1%,i,-6%,2%
COc1ccc(-c2cc(C(=O)OCC(=O)N3CCCC3)c3ccccc3n2)cc1,1.1e-07M*,?,i,20µM*,i,-25%,i,?,9e-08M*,27%,?
CS(=O)(=O)Nc1cccc(-c2ccc3ncnc(N4CCNCC4)c3c2)c1,i,-1%,i,-1%[2.29 µM],?,5%,i,?,i,-14%,0%
CC1=CC=CN2CC(O)CN=C12 (stereo not given),i,.,i,1%[25.5 µM],?,.,i,.,i,.,.
CCCC1(C(=O)OC)NC(c2cc(OC)c(OC)c(OC)c2)C2C(=O)N(CC)C(=O)C21 (stereo not given),i,-1%,i,3%,i,3%,i,-10%,i,6%,1%
O=C1NCCCc2c1no[n+]2[O-],i,-3%,i,-2%,i,-10%,i,-10%,i,-3%,2%

# Records listed above printed as active in A350 fluor:
canonical_smiles	4MU fluor	Caspase-1 inhib	Rhodamine fluor	FLuc inh	Fluorescein fluor	Tau filament bind	A350 fluor	Caspase-7 inhib
CC(C)CCNc1nc(N2CCCC2)c2c(c1C#N)CCN(C)C2	2.4e-08M*	?	i	2%	i	6%	3.3e-08M*	-24%
COc1ccc(-c2cc(C(=O)OCC(=O)N3CCCC3)c3ccccc3n2)cc1	1.1e-07M*	?	i	20µM*	i	-25%	9e-08M*	?

# Returning to the listing; the five compounds before the break are reprinted first.
SMILES,4MU fluor,Caspase-1 inhib,Rhodamine fluor,FLuc inh,Fluorescein fluor,Tau filament bind,Texas Red fluor,ERK AVP inh,A350 fluor,HEK293 cAMP ctrl,Caspase-7 inhib
COc1ccc(-c2cc(C(=O)OCC(=O)N3CCCC3)c3ccccc3n2)cc1,1.1e-07M*,?,i,20µM*,i,-25%,i,?,9e-08M*,27%,?
CS(=O)(=O)Nc1cccc(-c2ccc3ncnc(N4CCNCC4)c3c2)c1,i,-1%,i,-1%[2.29 µM],?,5%,i,?,i,-14%,0%
CC1=CC=CN2CC(O)CN=C12 (stereo not given),i,.,i,1%[25.5 µM],?,.,i,.,i,.,.
CCCC1(C(=O)OC)NC(c2cc(OC)c(OC)c(OC)c2)C2C(=O)N(CC)C(=O)C21 (stereo not given),i,-1%,i,3%,i,3%,i,-10%,i,6%,1%
O=C1NCCCc2c1no[n+]2[O-],i,-3%,i,-2%,i,-10%,i,-10%,i,-3%,2%
C/C(NCc1cccnc1)=C(\C#N)C(=O)NCc1ccccc1,i,2%,i,0%,?,-9%,i,-20%,i,2%,-3%
O=C(NCCOC(=O)c1ccncc1)c1ccccc1,.,-1%,.,1%,.,-5%,.,1%,.,8%,-2%
CCc1nc(SCC(=O)N2CCOCC2)c2c(=O)n(C)c(=O)n(C)c2n1,.,4%,.,-2%,.,14%,.,.,.,7%,1%
O=C(NCCc1cn2ccccc2n1)c1ccccc1F,i,2%,i,-1%,i,5%,i,8%,i,4%,0%
N#CC1=C(N)N(c2ccc(Br)cc2)C2=C(C(=O)CCC2)C1c1cccnc1 (stereo not given),?,-2%,i,0%,i,-7%,i,-3%,?,11%,0%
CC(C(=O)O)C1SC(=O)NC1=O (stereo not given),i,0%,i,0%,i,-1%,i,9%,i,?,3%
CC(=O)[C@H]1[C@@H]2C(=O)N(c3cccc(Cl)c3)C(=O)[C@@H]2[C@H]2c3ccccc3C=CN21,?,.,i,-1%[25.5 µM],1.8e-08M*,.,i,.,?,.,.
O=C1c2ccccc2C(O)N1c1ccc(Cl)cc1 (stereo not given),.,-4%,.,-9%,.,-1%,.,.,.,8%,-1%
COCCOC(=O)C1=C(C)Nc2nc(C)nn2C1c1ccccc1 (stereo not given),i,-1%,i,3%,i,-2%,i,-2%,i,29%,1%
C=CC1C(N2CCOCC2)C(C)(C)S1(=O)=O (stereo not given),.,-1%,.,2%,.,8%,.,-14%,.,2%,0%
O=C(Cc1ccccc1)Nc1ccc2oc(-c3cccnc3)nc2c1,?,0%,i,-2%,i,10%,?,-22%,?,-7%,-2%
CC1CCCCC1NC(=O)CN(C)S(=O)(=O)c1cccc2nsnc12 (stereo not given),i,0%,i,-2%,i,-16%,i,-15%,i,7%,-1%
O=C1c2ccccc2C(=O)N1c1nc2nccc(-c3ccccc3)n2n1,i,2%,i,1%,?,.,i,-11%,i,-14%,4%
CCOP(=O)(c1ccccc1Cl)C1(O)CCCCC1 (stereo not given),i,-1%,i,0%,?,4%,i,-21%,i,-2%,0%
Cc1ccc(-c2cn3c(n2)CCCC3)cc1,i,-2%,i,-1%,?,7%,i,-7%,i,20%,-1%
Brc1ccc2nc3c(n2c1)CCCC3,.,0%,.,-1%,.,11%,.,-12%,.,?,-2%
Cc1ccc(C(=O)CSc2nc(N)cc(=O)[nH]2)cc1,i,0%,i,2%,i,-29%,i,-10%,i,6%,0%
COc1ccc(NC(=O)c2cc3ccccc3o2)cc1,.,2%,.,6.3µM*,.,24%,.,-7%,.,?,1%
CN[C@H]1[C@H](O)[C@@H](O[C@@H]2[C@H](O)[C@@H](O[C@H]3OC(CN)=CC[C@H]3N)[C@@H](N)C[C@H]2N)OC[C@@]1(C)O,i,-2%[25.7 µM],i,6%[25.5 µM],?,-2%[25.6 µM],i,0%[25.7 µM],i,4%[25.6 µM],1%[25.7 µM]
CSc1nccc(Nc2ccccc2)c1C#N,i,-2%,i,-1%,i,-3%,i,-23%,i,12%,0%
CC1CCc2nc(N)c(C#N)c(-c3ccncc3)c2C1 (stereo not given),i,-1%,i,1%,i,4%,i,2%,i,9%,-2%

# High-throughput results deposited in PubChem BioAssay by National Center for Advancing Translational Sciences (NCATS).
